GLS inh = inhibitors of human glutaminase (GLS); Potency, µM (highest dose often 45.5 µM), without a hit: at the highest dose activity change, negative = inhibition, actives largely listed as inhibitors; GLS enzymatic activity, qHTS titration; AID 624170; 410,000 compounds, 0.21% hits; active = well fitted inhibition curve with a large enough effect; inconclusive = small, poorly fitted or top-dose-only effect, or another doubt; inactive = no such curve, though single readings can be large or run the other way; note: potency is the fitted concentration of half-maximal effect
Target sequence (O94925 whole entry, looked up): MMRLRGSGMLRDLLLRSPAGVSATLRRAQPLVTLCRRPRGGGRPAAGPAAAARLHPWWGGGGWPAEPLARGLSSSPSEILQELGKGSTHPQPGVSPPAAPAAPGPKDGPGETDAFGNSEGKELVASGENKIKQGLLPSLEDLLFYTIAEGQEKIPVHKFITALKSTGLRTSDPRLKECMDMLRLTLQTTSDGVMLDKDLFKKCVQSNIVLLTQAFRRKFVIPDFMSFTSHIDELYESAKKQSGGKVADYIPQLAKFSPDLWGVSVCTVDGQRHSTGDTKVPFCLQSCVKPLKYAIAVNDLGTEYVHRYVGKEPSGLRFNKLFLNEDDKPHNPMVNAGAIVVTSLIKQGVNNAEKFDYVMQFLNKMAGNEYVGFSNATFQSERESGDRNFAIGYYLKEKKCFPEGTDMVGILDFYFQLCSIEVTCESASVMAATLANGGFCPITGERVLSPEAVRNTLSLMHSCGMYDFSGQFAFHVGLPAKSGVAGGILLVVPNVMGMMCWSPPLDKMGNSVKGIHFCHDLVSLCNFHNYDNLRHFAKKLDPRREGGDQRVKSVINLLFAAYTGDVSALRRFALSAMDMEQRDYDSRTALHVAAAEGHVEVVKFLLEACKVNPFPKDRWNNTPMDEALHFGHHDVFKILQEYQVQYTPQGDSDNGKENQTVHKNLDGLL
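Enzyme dispensed in phosphate buffer (45 mM, pH 8.2, 0.02% Tween-20), compounds pinned in, then 1 mM L-glutamine solution and the glutamate oxidase–HRP–Amplex Red mix added; fluorescence read immediately and again after 30 min at room temperature.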
PI4K2A inh = PI4K2A (human) kinase inhibition | Q9BTU6 | purified PI4K2A, ADP-Glo luminescence, 1 h; active compounds read low | activity change, negative = inhibition, % at 76.9 µM | 420,000 compounds, 0.13% hits | AID 1346378; in the data active = activity change below about -50%; inconclusive = mostly about -30% to -49%;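 note: -100% = wells without enzyme as full effect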
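ADP-Glo luminescence measured ADP generated by PI4K2A enzyme (4 ug/mL before mixing) with 1.2 mM PI substrate (pre-mix) and 300 microM ATP (pre-mix). Tris pH7.5 buffer with MgCl2, Triton X-100; 1 h reaction at ambient temperature.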
* = called active by the depositor; ? = inconclusive. Unless noted, % is set by controls: 0 for no effect and ±100 for the full control effect. A portion of the library; count on the stated rates, not on these rows.

Screens in order – GLS inh | PI4K2A inh
Cc1nc(-[n+]2nc(-c3ccncc3)nn2-c2ccccc2)sc1C
→ -6.1% | -73.2*
CC1(C(=O)NCCC#N)CCN1C(=O)CC(c1ccccc1)c1ccccc1 (stereo unspecified)
→ 0.2% | -0.5
CCCNC(=O)C1(C)CCN(C(=O)Cc2ccc3ccccc3c2)C1 (stereo unspecified)
→ 0.0% | 4.4
CC(C)[C@@H]1Cc2[nH][nH]c(=O)c2[C@H](C(C)C)O1
→ 10.3% | -3.2
CN(C)c1ccc2c(=O)cc[nH]c2c1
→ 4.7% | -9.9
Cc1cc2nc(-c3ccccc3)c(Cc3cccc(Cl)c3)n2c(C)c1Br
→ 2.9% | -5.2
CC1(C)CC2(C)OC2C2(C1)N=NC(=Nc1ccccc1)O2 (stereo unspecified)
→ 3.6% | -8.0
CCCCCCCCN1C(=O)[C@H](CC(=O)N2CCSCC2)C[C@@]2(C(=O)OCC)CCCC=C12
→ -6.4% | -0.2
CNC(C)C(=O)NC(C(=O)N1CCCC1C(=O)Nc1ccc2[nH]ccc2c1)C(C)C (stereo unspecified)
→ 11.1% | 1.9
O=C(NC(c1ccc(Cl)cc1)c1cnccn1)C1CCN(CCOc2ccc(F)cc2)CC1 (stereo unspecified)
→ 6.5% | -0.6
Cc1ccc(C)c(C(O)c2ncc(-c3cccc(F)c3)[nH]2)c1 (stereo unspecified)
→ -0.8% | 1.9
CCCCN(C=O)c1c(CC)nc2c(OCCC3CCCCC3)cccn12
→ 4.3% | -2.3
C=CC[C@H]1C(C(=O)OCC)=CC[C@@H](c2ccccc2)N1S(=O)(=O)c1ccc(C)cc1
→ 6.8% | -1.6
COc1cc(OC)cc(C2=Cc3ccccc3C(CC(=O)c3ccco3)N2c2ccc(-c3ccc(C(N)=O)cc3)cc2)c1 (stereo unspecified)
→ 3.1% | -4.4
Cc1ccccc1-c1csc(C(O)c2ccc(F)cc2)n1 (stereo unspecified)
→ -5.9% | 2.7
COc1ccc(-c2csc(C(O)c3ccc(F)cc3)n2)cc1OC (stereo unspecified)
→ 15.9% | -3.3
COc1cc(C)ccc1S(=O)(=O)NC(=O)C1(C)CCN1C(=O)Cc1ccccc1Cl (stereo unspecified)
→ -3.2% | -4.1
O=c1[nH]c(=S)[nH]c2c1C(c1ccc(Cl)cc1)OC(CCc1ccccc1)C2 (stereo unspecified)
→ -6.2% | 1.5
COc1ccccc1Cc1c(C(C)(C)C)nc2c3ccccc3ccn12
→ -6.9% | -15.2
CC(C)(O)C#Cc1ccc(N2C(c3ccsc3)=Cc3ccc(F)cc3C2c2c[nH]c3ccc(C#N)cc23)cc1 (stereo unspecified)
→ 3.1% | -5.8
COc1ccc(NC(=O)c2cccc3c(-c4ccc(OC)cc4C)coc23)cc1
→ 1.6% | -4.5
CCCCC(=O)N(C)c1c(CC)nc2c(OCc3ccc(C#N)cc3)cccn12
→ -7.7% | 5.9
CC(C)[C@@H]1Cc2[nH]c(=S)[nH]c(=O)c2[C@H](C)O1
→ -7.2% | -0.2
O=S1(=O)N[C@H](Cc2ccccc2)COc2cc(N3CCSCC3)ccc21
→ -1.2% | 6.0
O=C([C@H]1O[C@@H](n2ccc(=O)[nH]c2=O)[C@H](O)[C@@H]1O)N1CCC(F)(F)CC1
→ 2.7% | -1.0
Nc1ccn([C@@H]2O[C@H](C(=O)NCc3ccc4c(c3)OCO4)[C@@H](O)[C@H]2O)c(=O)n1
→ -0.1% | -11.3
Cc1nc(C(F)(F)F)ccc1C(=O)N1CCC1(C)C(=O)NCc1cccs1 (stereo unspecified)
→ -5.4% | -0.5
COc1ccc(C(=O)N2CCC2(C)C(=O)O)cc1C(F)(F)F (stereo unspecified)
→ -2.1% | 2.2
O=NN(CC(=O)NN=CC=Cc1ccccc1)CC(=O)NN=CC=Cc1ccccc1
→ -1.1% | -1.2
OC(c1cccc(Cl)c1)c1ncc(-c2ccc(Oc3ccccc3)cc2)[nH]1 (stereo unspecified)
→ -5.4% | 4.9
CC(=O)Nc1ccc(-c2ccnc3c2CC(C)(C(=O)Nc2cccc(C(C)=O)c2)O3)cc1 (stereo unspecified)
→ 1.0% | 3.7
CCCCn1nnnc1C1(C)CCC(=O)N1Cc1cccc(F)c1 (stereo unspecified)
→ 3.1% | 7.2
O=C(NCC1CC1)c1ccc(-n2ccnc2)c2ccoc12
→ -9.2% | -24.4
CCOC(=O)[C@]12CCC=C1N(Cc1ccco1)C(=O)[C@H](CC(=O)N1CCCCC1)C2
→ -1.3% | -3.3
Cn1c(NCc2ccccc2F)nc2cc(-c3ccccc3)sc2c1=O
→ 5.2% | 0.6
CCCS(=O)(=O)NC(=O)C1(C)CCCN(C(=O)c2cccc(Cl)c2)C1 (stereo unspecified)
→ -10.4% | -5.0
COc1ccccc1Cc1c(C2CCCCC2)nc2c3ccccc3ccn12
→ ? | -0.5
c1cc(-c2ccoc2)n2ccnc2c1
→ -13.2% | -18.6
CCc1nc2c(OCc3ccc(Cl)cc3)cccn2c1N(C)C(=O)c1cccs1
→ 0.7% | 1.9
Nc1nc2c(ncn2[C@@H]2O[C@H](CNS(=O)(=O)c3cccnc3)[C@@H](O)[C@H]2O)c(=O)[nH]1
→ -0.4% | -2.3
COc1cc2c3c(c1OC)C(=O)CC3CCCC2 (stereo unspecified)
→ 4.7% | 4.2
COc1ccc(-c2csc(C(O)c3ccc(OC)cc3)n2)cc1 (stereo unspecified)
→ 4.4% | 2.4
O=C(NCc1ccc(F)cc1)c1cc(C2CCCCN2S(=O)(=O)c2cccs2)on1 (stereo unspecified)
→ -4.0% | 5.7
CCOC1=C2CN(S(=O)(=O)c3ccc(Cl)cc3)[C@H](c3ccccc3)C[C@@H]2N(S(=O)(=O)c2ccc(C)cc2)[C@H](c2ccccc2)C1
→ -0.5% | -3.6
Nc1ncnc2c1ncn2[C@@H]1O[C@H](C(=O)NCC2CCN(Cc3ccccc3)CC2)[C@@H](O)[C@H]1O
→ -11.4% | ?
CCOC(=O)C1(C)CCN1C(=O)c1ccc(Cl)cc1Cl (stereo unspecified)
→ 11.9% | -1.0
CC1(Cc2ccc(C(F)(F)F)o2)C(=O)Nc2cc(-c3ccc(F)cc3F)ccc21 (stereo unspecified)
→ -7.2% | -0.7
O=S1(=O)CC(N2CCCCC2)CN1Cc1ccccc1 (stereo unspecified)
→ -7.8% | 1.1
CCc1ccc2c(c1)NC(=O)C2(C)Cc1cccc(F)c1 (stereo unspecified)
→ 4.5% | 5.3
Brc1ccc2nc(-c3ccccc3)c(Cc3ccsc3)n2c1
→ 11.3% | -15.4
CCCN(C)C1CN(Cc2cn(Cc3cccc(Cl)c3)nn2)S(=O)(=O)C1 (stereo unspecified)
→ 2.4% | -0.8
C(=C\c1ccccc1)/CN1CCN(C(c2cc3ccccc3o2)c2nnnn2C2CCCC2)CC1 (stereo unspecified)
→ ? | -1.3
O=C(CN1CCN(Cc2ccc3c(c2)OCO3)CC1)N1c2ccccc2Sc2ccccc21
→ -8.3% | -2.5
NC(COCc1ccccc1)c1csc(Nc2cc(NCCCO)ncn2)n1 (stereo unspecified)
→ 10.6% | -3.9
CC1OC(CCc2cccc(Cl)c2)Cc2[nH]c(=S)[nH]c(=O)c21 (stereo unspecified)
→ -23.2% | 13.6
COCCNC(=O)C1(C)CCCN(C(=O)c2ccccc2OC)C1 (stereo unspecified)
→ -5.2% | 7.4
C=CCNc1nc(NCCOc2ccccc2Cl)c2sc(-c3ccccc3)cc2n1
→ -0.1% | -6.9
CCCCN1CCCCC1(C)C(=O)NCc1ccc2c(c1)OCO2 (stereo unspecified)
→ -1.7% | -3.0
CCC(C)[C@H]1CNC(=O)C(=O)N1CCCCC1CCCCC1 (stereo partly specified)
→ -23.5% | 1.0
O=C(NCc1cccs1)c1csc([C@H]2C[C@H](O)[C@@H](CO)O2)n1
→ -2.0% | 3.8

Part of the list above, set out differently.
CCCCn1nnnc1C1(C)CCC(=O)N1Cc1cccc(F)c1 (stereo unspecified)
  GLS inh: 3.1%
  PI4K2A inh: 7.2

O=C(NCC1CC1)c1ccc(-n2ccnc2)c2ccoc12
  GLS inh: -9.2%
  PI4K2A inh: -24.4

CCOC(=O)[C@]12CCC=C1N(Cc1ccco1)C(=O)[C@H](CC(=O)N1CCCCC1)C2
  GLS inh: -1.3%
  PI4K2A inh: -3.3

Cn1c(NCc2ccccc2F)nc2cc(-c3ccccc3)sc2c1=O
  GLS inh: 5.2%
  PI4K2A inh: 0.6

Carrying on.
Molecule	GLS inh	PI4K2A inh
O=C(Nc1cccc(C(F)(F)F)c1)c1ccc(-c2ccc(F)c(F)c2)c2ccoc12	-7.5%	3.2
COc1cc(C(O)c2nc(-c3cccc(C(=O)O)c3)cs2)ccc1F (stereo unspecified)	5.2%	-2.9
CC1(C(=O)NCc2cccc3ccccc23)CCN1Cc1ccc(OC(F)(F)F)cc1 (stereo unspecified)	-1.5%	4.1
COC(=O)c1ccc2nc(-c3cccc(Cl)c3)c(Cc3cccc(Cl)c3)n2c1	-0.1%	-8.5
COc1cc(Cn2c3ccc(NC(=O)CC(C)C(F)(F)F)cc3c(=O)n2C)ccc1F (stereo unspecified)	-8.4%	2.8
COc1cccc(C(C)(O)c2nc(-c3ccc(N(C)C)cc3)cs2)c1 (stereo unspecified)	10.5%	0.2
CCCCC(=O)N(C)c1c(CC)nc2c(OCc3ccc(S(C)(=O)=O)cc3)cccn12	-3.7%	-1.6
COC(=O)[C@]1(Sc2ccccc2)CC(=O)N[C@@H]1c1ccccc1	2.5%	1.4
COc1ccc(-c2ccc(C(=O)NC(C)C)c3occc23)c(C)c1	-5.1%	5.8
CN(Cc1ccccc1)C(=O)c1csc([C@@H]2O[C@H](CO)[C@H](O)[C@H](O)[C@H]2O)n1	-1.0%	-1.0
CC1(Cc2cccc(C#N)c2)C(=O)Nc2ccc(-c3cccc(C(F)(F)F)c3)cc21 (stereo unspecified)	15.8%	-8.7
Cc1ccc(-c2nc3ccc(Br)cn3c2Cc2ccccc2)cc1	-3.2%	-27.2
CSc1ccc(C(O)c2ncc(-c3ccccc3Cl)[nH]2)cc1 (stereo unspecified)	0.5%	-0.2
Nc1[nH]c(C(=O)c2ccccc2)c(-c2ccc(F)cc2)c1C(=O)NCCc1c[nH]c2ccccc12	22.3%	-2.6
CC1(C(=O)NC2CCN(Cc3ccccc3)CC2)CCN1Cc1cc2ccccc2o1 (stereo unspecified)	1.3%	-1.5
CCC(CC)C(=O)N(C)c1c(C)nc2c(OCCC3CCCCC3)cccn12	11.2%	-3.5
CC1(C(=O)Nc2ccccc2)CCN1C(=O)C1(c2ccc(Cl)cc2)CC1 (stereo unspecified)	4.8%	-3.2
C=C[C@]1(C)C=C2C(=O)[C@@]3(O)OC(=O)[C@@]4(CCCC(C)(C)[C@H]34)[C@@]2(O)CC1	-3.5%	-19.2
CC(C)NC(=O)c1cc(C2CCCCN2C(=O)c2ccccc2)on1 (stereo unspecified)	4.5%	-1.6
CC1(C(=O)NCc2ccc(F)c(F)c2)Cc2c(-c3cccc(C(N)=O)c3)ccnc2O1 (stereo unspecified)	-0.3%	-5.5

PI4K2A inh: entries above that show a hit.
Molecule	GLS inh	PI4K2A inh
Cc1nc(-[n+]2nc(-c3ccncc3)nn2-c2ccccc2)sc1C	-6.1%	-73.2*

(cont.)
Molecule	GLS inh	PI4K2A inh
CCOC(=O)OC(C)OC1=C(C(=O)Nc2ccccn2)N(C)S(=O)(=O)c2ccccc21 (stereo unspecified)	-2.2%	-0.4
COCCNC(=O)C1(C)CCCN(Cc2cccc(F)c2)C1 (stereo unspecified)	0.2%	1.1
O=C(Nc1ccc(F)cc1)Nc1nnc([C@H]2C[C@H](O)[C@@H](CO)O2)s1	1.3%	1.7
O=C(O)CCC(=O)O	-1.5%	4.4
OC[C@@H]1CN(Cc2ccc(-c3ccccc3)cc2)C[C@H](n2cnc3c(NCc4ccco4)ncnc32)O1	2.4%	1.3
Cc1ccc(S(=O)(=O)NC(=O)C2(C)CCN2C(=O)Cc2cccs2)cc1 (stereo unspecified)	8.4%	4.1
CC1(C)N=C(N)NC(=NCCCOc2ccc([N+](=O)[O-])cc2)N1	1.3%	-1.8
CCCCC[C@@H]1CCCCC[C@H](O)C[C@H](O)[C@@H](O)/C=C/C(=O)O1	1.2%	3.5
CCCCc1c(-c2ccccc2OC)ncn1CCc1cccc(OC)c1	15.6%	-2.8
CNc1cc(C(=O)Nc2cccc(OCc3ccccc3)c2)ncn1	-1.4%	-3.9
CCCS(=O)(=O)NC(=O)C1(C)CCN(C(=O)c2ccc(OC)c(F)c2)C1 (stereo unspecified)	0.5%	2.7
NC(Cc1ccc(Cl)cc1)c1csc(Nc2cc(Oc3ccccc3)ncn2)n1 (stereo unspecified)	-3.5%	-4.1
C=Cc1ccc(Cn2c(C)c(C(=O)NCc3cccc([N+](=O)[O-])c3)sc2=O)cc1	-8.4%	4.4
CNc1ncnc2c1ncn2[C@H]1CN(Cc2ccccc2)C[C@@H](CO)O1	-0.1%	-5.7

Ordered by formula weight (ascending): 3 of the compounds above.
Molecule	GLS inh	PI4K2A inh
CNc1cc(C(=O)Nc2cccc(OCc3ccccc3)c2)ncn1	-1.4%	-3.9
C=Cc1ccc(Cn2c(C)c(C(=O)NCc3cccc([N+](=O)[O-])c3)sc2=O)cc1	-8.4%	4.4
NC(Cc1ccc(Cl)cc1)c1csc(Nc2cc(Oc3ccccc3)ncn2)n1 (stereo unspecified)	-3.5%	-4.1

Assay outcomes deposited in PubChem by National Center for Advancing Translational Sciences (NCATS).
